PrPC TRFRET = reduces human prion protein on the cell surface; cell surface PrPC, TR-FRET read-out; inhibition, % at 13.8 µM; 370,000 compounds, 0.43% hits; P04156; in the data active means inhibition above about 24%; further: 0% = median of the test wells and 100% = reference compound wells
TcdB GH inh = blocks C. difficile toxin B glycohydrolase activity; P18177; TcdB glycohydrolase enzymatic assay, plate reader; inhibition, % at 9.99 µM; 350,000 compounds, 0.24% hits; in the data active means inhibition above about 10%
MazEF act = increases E. coli MazEF RNase cleavage of RNA. activation, % at 20 µM. FAM/BHQ RNA-DNA oligo cleavage fluorescence, 5 h. P0AE70. 350,000 compounds, 0.32% hits; in the data active means activation above about 50%
3CLpro inhibitor = SARS-CoV 3CLpro protease inhibition | inhibition, % at 6 µM | AID 1706 | recombinant SARS-CoV 3CLpro, quenched FRET peptide cleavage | P0C6X7 | 290,000 compounds, 0.14% hits; in the data active means inhibition above about 12%
BH1578 lux ind = induces V. cholerae light production without autoinducers; V. cholerae BH1578 lux reporter, luminescence, 6 h; activation, % at 18.7 µM; 350,000 compounds, 0.16% hits; AID 588436; in the data active means activation mostly above about 9.7%, no sharp cut-off; further: not every result past the cut was called active; inactives centre near 0; reference of the scale not given here
Yp Topo-I inh = inhibitors of Yersinia pestis topoisomerase I; AID 504884; 360,000 compounds, 0.064% hits; activity, % at 10 µM; Y. pestis Topo-I cleavage product accumulation, plate reader; in the data active means activity above about 50%, passing the limit was not always enough; further: inactives centre near 2
PriA SSB inh = inhibitors of Klebsiella pneumoniae PriA binding to SSB C-terminal tail; AlphaScreen SSBct-PriA binding, biotinylated peptide; inhibition, % at 33 µM; 430,000 compounds, 0.6% hits; in the data active means inhibition mostly above about 37%, no sharp cut-off; inactive means mostly below about 20%;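 further: plate controls were negative control peptide for no effect and reference peptide for full effect; strong numbers were not always called active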
Rv3671c inh = Rv3671c (M. tuberculosis) protease inhibition; inhibition, % at 5.96 µM; 320,000 compounds, 0.048% hits; AID 2606; in the data active means inhibition above about 38%;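 further: extracellular domain of Rv3671c used as enzyme; 0% = enzyme with DMSO and 100% = no enzyme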
CCHFV vOTU inh = CCHFV vOTU protease inhibition; Pep-AMC fluorescence; inhibition, % at 11.5 µM; 370,000 compounds, 0.55% hits; in the data active means inhibition above about 30%; further: 0% = vehicle wells with enzyme and 100% = no enzyme wells
DUSP3 inh = blocks human VHR1 dual specificity phosphatase. recombinant VHR phosphatase, pNPP absorbance. inhibition, % at 13.3 µM. 290,000 compounds, 0.52% hits. AID 1654; in the data active means inhibition above about 50%; further: some compounds called inactive have numbers as strong as hits
An asterisk follows results filed as active; i = inactive; · = not tested or not shown; & = joins results of further samples. Some of the compounds tested (hit frequency here may not be typical).

SMILES	PrPC TRFRET	TcdB GH inh	MazEF act	3CLpro inhibitor	BH1578 lux ind	Yp Topo-I inh	PriA SSB inh	Rv3671c inh	CCHFV vOTU inh	DUSP3 inh
COc1cccc(CNC(=O)CCCc2c[nH]c3ccccc23)c1	7	0.4	-2	1	-0.3	10	9	-2	-7	32
COc1ccc(S(=O)(=O)N2CCCCC2)cc1NC(=O)c1ccc([N+](=O)[O-])o1	-6	1.6	7	-3	-0.4	4	-7	-1	-14	33
CCC1CN(C(=O)NCc2ccc(F)cc2)c2cc(Cl)ccc2O1 (stereo unspecified)	-1	-0.4	-1	3	i	9	-20	·	3	57*
COc1ccc(CN(C(=O)c2cnccn2)C(C(=O)Nc2ccc(F)cc2)c2ccccc2)cc1 (stereo unspecified)	0	·	-4	5	0.8	23	-5	6	11	3
COc1ccccc1C(=O)OCC(=O)Nc1cccc(S(=O)(=O)NC2=NCCCCC2)c1	0	0.9	-2	·	i	18	-1	-1	0	·
O=C(c1ccc(OC2CCN(Cc3ccccn3)CC2)cc1)N1CCC[C@H]1CO	-4	0.4	-4	1	i	1	-3	-8	-3	6
Cc1ccc(C)c(N(C)C(=O)c2ccc3c(=O)n4c(nc3c2)CCCCC4)c1	2	1.7	-8	0	i	13	-22	-9	13	2
CCc1ccccc1OCCCOc1ccc(OC)cc1	3	·	6	2	-4.2	25	-10	-1	12	3
CN(C)CCCN(C(=O)c1ccc(S(=O)(=O)N2CCCCCC2)cc1)c1nc2cc3c(cc2s1)OCO3	-8	-0.7	12	·	-0.7	1	·	·	-3	·
COc1ccc2c(c1)c(=Cc1ccc(N(C)C)cc1)c1cc(-c3ccccc3)[n+](C)n12	23	4.5	-26	·	i	-59	60	·	56*	·
CC1=CCC(C(=O)O)C(C(=O)Nc2cccnc2)C1 (stereo unspecified)	-3	1.6	-14	-5	·	-3	-10	-6	-14	12
COc1ccc(C(=O)C=Cc2cccs2)c(O)c1	-2	0.4	0	·	i	13	-10	·	10	·
Cc1ccc(N2CCN(S(=O)(=O)c3ccc(-n4cnnn4)cc3)CC2)c(C)c1	1	-0.2	-4	5	-0.4	6	-12	-6	-1	-14
Cc1cccc(C)c1NC(=S)NCCSc1ccc(Cl)cc1	8	4.3	-4	4	i	26	-4	9	12	36
C=CCSc1nccc(-c2cc(Cl)sc2Cl)n1	-2	·	-16	0	0.1	12	-18	-11	4	14
COc1cccc(CNc2ccc(N3CCC(C)CC3)cc2)c1OC	2	·	0	2	-5.3	17	58	-3	17	9
COc1ccc(OC)c(C2C3=C(COC3=O)Nc3cc4c(cc32)OCO4)c1 (stereo unspecified)	13	·	7	0	-4.6	2	-3	-5	-15	14
COc1ccc(-c2csc(Cc3nnc(N4CCOCC4)n3-c3ccccc3)n2)cc1	6	·	8	-6	-7.1	16	-2	-5	-9	40
COc1cc(-c2nc3cnccn3c2NC(C)(C)CC(C)(C)C)ccc1O	8	1.8	5	1	0.0	2	-11	2	-12	10
Cc1cc(C)c(NC(=O)CNC(=O)COC(=O)CN2C(=O)NC3(CCCC3)C2=O)c(C)c1	3	-1.4	-4	·	-0.5	6	-12	1	0	·
CC(C)(C)OC(=O)NC(CO)c1cn([C@@H](Cc2cc3ccccc3[nH]2)C(=O)N2CCN(C(=O)OC(C)(C)C)CC2)nn1 (stereo partly specified)	3	1.2	-2	3	i	9	-18	-5	4	0
Cc1ccc(C(=O)OCC(=O)N2CCC(C)CC2)cc1S(=O)(=O)N1CCCCC1	6	0.2	7	-2	-11	18	-15	3	-4	37
O=C(COC(=O)CN1C(=O)NC2(CCCC2)C1=O)NCc1ccc(Cl)cc1Cl	0	1.6	5	·	·	-4	2	-1	7	·
CC(=O)c1c(C(C)=O)c(C)n(NC(=O)c2ccccc2Cl)c1C	7	·	4	2	-0.2	5	-12	-4	-7	13
CCCCNC(=O)Nc1ccc(C(O)(C(=O)OC)C(F)(F)F)cc1 (stereo unspecified)	8	·	3	0	-2.2	7	-14	-5	-5	12
COc1cc(-n2c(=O)c3ccccc3n(CC(=O)c3ccc(F)cc3)c2=O)cc(OC)c1OC	4	0.1	-21	-3	2.3	3	-5	-4	-14	12
CCN(CC)c1ccc(/C=N/NC(=O)c2ccccn2)cc1	4	1.0	0	3	-0.2	3	i	6	3	34
COc1ccc(-c2coc3cc(OC4OC(CO)C(O)C(O)C4O)ccc3c2=O)cc1 (stereo unspecified)	0	2.9	1	-4	i	6	-9	2	-8	7
C=CCN(c1cccc(C(F)(F)F)c1)S(=O)(=O)c1cccc(C(=O)OCC(=O)NC(N)=O)c1	6	2.0	-4	-1	-0.2	18	-23	-12	4	-1
O=C(CCc1nc2ccccc2c(=O)[nH]1)NNC(=O)c1ccc(F)cc1	-7	-0.6	8	·	i	2	-6	-3	-1	·
O=C(CCSCCC(=O)NN=Cc1ccccc1)NN=Cc1ccccc1	-1	5.8	-10	·	-5.7	-5	-4	·	1	·
Cc1csc(NC(=O)CSc2nnc(Cn3c(=O)sc4ccccc43)n2-c2ccccc2)n1	0	1.5	-1	-2	-0.4	17	5	-6	0	5
CC(NC(=O)c1ccc(OC2CCN(Cc3ccccn3)CC2)cc1)c1nccs1 (stereo unspecified)	-5	0.1	-3	-6	0.4	-1	-3	-9	-4	32
Cc1ccc(C)c2c1cc(C)c1nnc(SCC(=O)Nc3cccc(C(=O)O)c3)n12	-9	0.3	2	3	-0.4	0	-9	-5	-7	15
CN(CCc1ccccc1)C(=O)c1cccc(NC(=O)Cc2cccc(NC(=O)C3CCCN(C(=O)c4ccccc4)C3)c2)c1 (stereo unspecified)	15	2.0	4	·	i	31	-13	·	14	·
COCCn1c(=O)[nH]c2cc(C(=O)N3CCN(c4ccc(Cl)cc4)CC3)ccc2c1=O	-1	1.4	4	0	-0.3	27	-10	4	-6	20
NC(Cc1ccc(F)cc1)c1csc(Nc2nncc3ccccc23)n1 (stereo unspecified)	-4	1.3	·	·	i	-12	·	·	9	·
COc1ccc2cc(CCNC(=O)c3ccc4c(c3)OCO4)c(=O)[nH]c2c1	15	1.6	-1	2	-0.2	13	-11	-11	14	28
CCOC(=O)CC1(C)SC(NC(C)=O)=NN1C(C)=O (stereo unspecified)	3	0.8	-3	-3	-3.0	4	-14	11	-8	8
CCc1ccccc1NC(=O)COc1cccc(-n2cnnn2)c1	-1	2.1	-5	2	-0.2	10	-11	1	-4	17
CCc1ccc(S(=O)(=O)Nc2cc3c(cc2N2CCCCC2)n(C)c(=O)c(=O)n3C)cc1	-3	-0.8	13	-5	-0.4	24	13	-3	21	-6
N#CC1=C(N)NC(SCC(=O)Nc2ccc(Br)cc2)=C(C#N)C12CCCCC2	22	·	-9	9	i	-19	9	-24	0	29
CCSC1=NCCN1C(=O)Cc1ccc(-c2ccccc2)cc1	-2	1.0	5	1	0.0	34	-9	0	-5	22
O=C(NCc1ccco1)c1cc2c(s1)CSC2	·	·	7	0	·	·	7	-19	·	-5
CCOC(=O)c1cc(CC)sc1/N=C/C1C(=O)CC(C)(C)CC1=O	2	·	-3	3	0.3	0	·	-3	-6	13
Cc1cc(C)nc(N2CCCC(C(=O)NCc3ccccc3F)C2)n1 (stereo unspecified)	1	1.5	3	-2	-0.3	8	-19	4	-1	23
Cc1ccccc1C1c2[nH]c3ccccc3c2C[C@H]2C(=O)N(C3CCN(Cc4ccccc4)CC3)CC(=O)N12 (stereo partly specified)	-15	-0.7	·	1	-0.5	36	·	5	-15	16
COc1ccc(Cl)cc1C(=O)NCC(c1ccco1)N(C)C (stereo unspecified)	-7	0.6	14	3	i	3	-1	-4	19	7
CCN(C(=O)CSc1nc2ccccc2c(=O)n1-c1ccccc1F)C1CCS(=O)(=O)C1 (stereo unspecified)	7	-0.9	0	·	-1.0	6	-2	7	-2	·
CCCC(C(=O)NCC1CCCO1)N(Cc1ccco1)C(=O)CNS(=O)(=O)c1ccccc1 (stereo unspecified)	4	·	1	2	-0.9	-6	-17	0	-1	3
CC(=O)N1CCN(S(=O)(=O)c2cccc(C(=O)Nc3nccs3)c2)CC1	10	-0.8	6	-1	-0.1	6	-4&-14	9	5	10
Cc1ccc2c(=O)cc(C(F)F)oc2c1	-2	·	-2	2	0.7	-5	5	-6	5	24
O=C(NN=Cc1ccccc1)c1ccccc1	0	1.5	1	·	i	8	2	·	-3	·
Cc1cccc(N2C(=O)C3C4C=CC(CC4)C3C2=O)c1 (stereo unspecified)	-3	0.0	3	-1	i	1	-23	-8	-6	18
O=S(=O)(NCC1CCCO1)c1cccc2nsnc12 (stereo unspecified)	-22	·	5	1	-0.3	2	-4	0	-3	10
Cc1ccnc(NS(=O)(=O)c2ccc(N=Cc3c(O)n(C)c(=O)n(C)c3=O)cc2)n1	3	1.0	-4	3	0.6	-4	-2	-1	13	7
C[C@H](CO)N1C[C@H](C)[C@@H](CN(C)Cc2ccc3c(c2)OCCO3)OCc2cnnn2CCCC1=O	-8	2.2&-0.8	8	·	-0.4	-4	·	·	-3	·
Cc1c(Cl)cccc1NC(=O)CCC(=O)NNC(=O)c1ccccc1Cl	-2	·	-1	-3	-0.2	3	-8	-6	1	15
O=C(O)CCn1cc(C=C2C(=O)NC(=O)NC2=O)c(-c2ccc(Br)cc2)n1	2	·	-11	0	1.6	3	7&-4	-11	-12	-1
Cc1cnc(C(=O)OCC(=O)NC(C)c2ccccc2)cn1 (stereo unspecified)	-1	0.7	-8	·	i	-2	-6	2	-12	·

Two entries drawn at random from the list so far, as already listed:
SMILES	PrPC TRFRET	TcdB GH inh	MazEF act	3CLpro inhibitor	BH1578 lux ind	Yp Topo-I inh	PriA SSB inh	Rv3671c inh	CCHFV vOTU inh	DUSP3 inh
Cc1ccnc(NS(=O)(=O)c2ccc(N=Cc3c(O)n(C)c(=O)n(C)c3=O)cc2)n1	3	1.0	-4	3	0.6	-4	-2	-1	13	7
C[C@H](CO)N1C[C@H](C)[C@@H](CN(C)Cc2ccc3c(c2)OCCO3)OCc2cnnn2CCCC1=O	-8	2.2&-0.8	8	·	-0.4	-4	·	·	-3	·

Next section
SMILES	PrPC TRFRET	TcdB GH inh	MazEF act	3CLpro inhibitor	BH1578 lux ind	Yp Topo-I inh	PriA SSB inh	Rv3671c inh	CCHFV vOTU inh	DUSP3 inh
O=C1CCCC/C1=C/NCc1ccc(F)cc1	-1	1.2	5	-3	i	-3	-5	3	-6	6
COCCCn1c(=S)[nH]c(C)c(C)c1=O	-1	0.8	6	0	-0.6	4	-2	7	-3	4
COc1ccc(-n2c(=O)c(CCC(=O)N3CCN(c4cccc(OC)c4)CC3)nc3ccccc32)cc1	11	-0.1	-4	·	-0.1	17	·	·	0	·
O=C(Nc1ccccc1-c1ccccc1)c1ccccc1[N+](=O)[O-]	-14	1.1	3	1	i	6	-6	4	-12	47
Cc1csc(SCC(=O)Nc2ccc(C)c(S(=O)(=O)N(C)C)c2)n1	0	-0.1	6	·	i	5	·	·	-3	·
O=C(CCN1C(=O)c2ccccc2C1=O)Nc1ccc(S(=O)(=O)N2CCOCC2)cc1	·	1.3	0	1	-0.1	3	-8	1	·	4
COc1cc(/C=N/NC(=O)CCc2ccccc2)ccc1O	-5	·	-1	1	-1.6	-2	·	0	-3	15
CCOC(=O)C1(C)CCCCCN1C(=O)c1ccc(C(F)(F)F)nc1C (stereo unspecified)	-6	0.0	·	·	-1.2	4	·	·	4	·
CC12CN(S(=O)(=O)c3ccccc3)CC(C)(CN(S(=O)(=O)c3ccccc3)C1)C2	0	·	6	-1	-0.3	6	-19	-7	-2	-6
Cc1ccccc1/C=C/c1cccc[n+]1C	3	-0.7	12	-1	i	0	-1	·	-5	1
CCN(CC(=O)NC(C)(C)C)Cc1cc(=O)n2c(-c3ccccc3)csc2n1	4	-1.1	3	2	-0.5	1	-6	-3	-13	7

Single records, as listed above.
O=C(Nc1ccccc1-c1ccccc1)c1ccccc1[N+](=O)[O-] across the screens: PrPC TRFRET = -14; TcdB GH inh = 1.1; MazEF act = 3; 3CLpro inhibitor = 1; BH1578 lux ind = i; Yp Topo-I inh = 6; PriA SSB inh = -6; Rv3671c inh = 4; CCHFV vOTU inh = -12; DUSP3 inh = 47
COc1ccc(-n2c(=O)c(CCC(=O)N3CCN(c4cccc(OC)c4)CC3)nc3ccccc32)cc1 across the screens: PrPC TRFRET = 11; TcdB GH inh = -0.1; MazEF act = -4; 3CLpro inhibitor = ·; BH1578 lux ind = -0.1; Yp Topo-I inh = 17; PriA SSB inh = ·; Rv3671c inh = ·; CCHFV vOTU inh = 0; DUSP3 inh = ·
